D2 PAM – HTS Assay for Positive Allosteric Modulators of the Human D2 Dopamine Receptor: Primary Screen for Potentiators. 340,000 tested, 0.34% active. HEK293 T-REx D2, calcium flux, EC20 dopamine potentiation. D(2) dopamine receptor (Homo sapiens), P14416. potentiation, % at 10 µM. AID 485347, 2010;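 active = potentiation over 3 SD above the plate norm, cut at about 30% in these data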; note: 0% is about no effect
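Primary screen. Calcium kinetics in induced HEK293 T-REx D2 cells: compound pre-addition 180 s, EC20 dopamine, 180 s more.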
D1 agonist – Allosteric Agonists of the Human D1 Dopamine Receptor: qHTS | HEK293 T-REx D1 cells, calcium flux, agonist mode | activation, % at 2 µM | D(1A) dopamine receptor (Homo sapiens), P21728 | 360,000 tested, 1% active | AID 504660, 2011; in the data active = activation above about 30%; note: 0% is about no effect
Target sequence (P21728 whole entry, looked up): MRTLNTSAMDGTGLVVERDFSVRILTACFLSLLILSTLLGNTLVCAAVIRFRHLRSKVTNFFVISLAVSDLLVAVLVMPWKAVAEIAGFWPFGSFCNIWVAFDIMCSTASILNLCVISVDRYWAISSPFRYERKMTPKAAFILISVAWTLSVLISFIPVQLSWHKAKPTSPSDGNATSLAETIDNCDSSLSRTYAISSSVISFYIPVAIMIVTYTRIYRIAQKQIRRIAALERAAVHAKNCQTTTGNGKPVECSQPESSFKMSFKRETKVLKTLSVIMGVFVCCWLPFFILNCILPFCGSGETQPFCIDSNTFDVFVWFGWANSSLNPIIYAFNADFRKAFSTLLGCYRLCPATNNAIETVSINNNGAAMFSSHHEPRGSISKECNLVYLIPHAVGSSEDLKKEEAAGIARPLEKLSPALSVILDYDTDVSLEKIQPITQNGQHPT
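Agonism was scored from calcium flux recorded over 180 s (1 read/s) after pintool compound addition, following a 10-cycle baseline. Cells were inducible force-coupled HEK293 TREx D1, plated overnight at 30 C and loaded with no-wash calcium dye.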
RXFP1 ag – qHTS Assay for Agonists of the Relaxin Receptor RXFP1; Potency, µM (highest dose often 57.5 µM), for the others: at the highest dose activation, actives largely listed as activators; 370,000 tested, 0.3% active; HEK293T-RXFP1 cAMP TR-FRET, 30 min; response scale: percent of porcine relaxin response, buffer zero; Relaxin receptor 1 (Homo sapiens), Q9HBX9; note: potency is the fitted concentration of half-maximal effect; % is set by controls: 0 for no effect and ±100 for the full control effect; nearly all actives have a fitted effect of over 60% in size; many of its hits are not listed in these tables
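HEK293 cells stably expressing RXFP1, treated 30 min at 37C with compounds plus PDE4 inhibitor Ro 20174; cAMP measured by HTRF TR-FRET. Normalized to buffer and 29 nM porcine relaxin; EC50 by Hill fit.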
Vif-APOBEC3G blk – qHTS for Inhibitors of Vif-A3G Interactions: qHTS. HeLa A3G-eYFP + Vif (tagged APOBEC3G with the HIV-1 protein that degrades it), YFP fluorescence, overnight. DNA dC->dU-editing enzyme APOBEC-3G (Homo sapiens), Q9HC16. 410,000 tested, 0.076% active. Potency, µM (series often up to 46.1 µM), for the others: at the highest dose activity, negative = active, hits mostly inhibitors. AID 602310, 2012;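 note: potency is the fitted concentration of half-maximal effect; % is set by controls: 0 for no effect and ±100 for the full control effect; nearly all actives have a fitted effect of over 60% in size; hits raise eYFP signal because A3G escapes Vif-driven loss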
Target sequence (Q9HC16 whole entry, looked up): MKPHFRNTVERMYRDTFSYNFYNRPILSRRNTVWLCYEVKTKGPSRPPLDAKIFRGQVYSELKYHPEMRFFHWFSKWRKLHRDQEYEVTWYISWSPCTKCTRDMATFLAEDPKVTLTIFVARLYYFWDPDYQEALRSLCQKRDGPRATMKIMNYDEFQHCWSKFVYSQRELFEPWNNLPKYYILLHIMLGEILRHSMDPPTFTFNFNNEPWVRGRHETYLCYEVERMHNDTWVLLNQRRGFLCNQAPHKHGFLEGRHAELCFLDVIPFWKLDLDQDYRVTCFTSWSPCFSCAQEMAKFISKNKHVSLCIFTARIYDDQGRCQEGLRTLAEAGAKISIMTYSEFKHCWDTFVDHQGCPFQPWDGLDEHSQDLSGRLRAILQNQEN
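Read-out is eYFP fluorescence (Ex 488/Em 500-530) from Vif-expressing HeLa A3G-eYFP cells; more signal means A3G escaped Vif-mediated degradation. Cells plated overnight, compound pinned in, incubated overnight at 37 deg C.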
D1 antag – Antagonist of Human D 1 Dopamine Receptor: qHTS | D(1A) dopamine receptor (Homo sapiens), P21728 | 360,000 tested, 3.2% active | activity change, negative = inhibition, % at 10 µM | AID 504652, 2011 | HEK293 TREx D1 cells, calcium flux, dopamine EC80; active compounds read low; in the data active = activity change below about -30%; note: % is set by controls: 0 for no effect and ±100 for the full control effect
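Using tetracycline-induced force-coupled D1 Hek293 cells and a calcium dye, signals were followed for 180 s after compound, then for 180 s after EC80 dopamine, to detect inhibitors.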
GRP78 ERSR act – qHTS for Inducers of the Endoplasmic Reticulum Stress Response (ERSR) in Human Glioma: qHTS; Potency, µM, for the others: at the top dose activation, actives largely listed as activators; AID 602332, 2012; U87-MG GRP78 promoter luciferase reporter, 16 h; 420,000 tested, 0.02% active; note: potency is the fitted concentration of half-maximal effect; series mostly up to about 76 µM; % of control where 0% means no effect; nearly all actives have a fitted effect of over 35% in size
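Stably transfected U87-MG human glioma cells carrying a GRP78-based luminescent sensor were seeded at 1000 cells/well, pin-dosed with compounds and incubated 16 h. Luciferase reagent was then added, and end-point luminescence was read after 10 min at room temperature.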
D1 potentiator – Potentiators of Human D1 Dopamine Receptor: qHTS. AID 504651, 2011. D(1A) dopamine receptor (Homo sapiens), P21728. HEK293 TREx D1 cells, calcium flux, dopamine EC20 potentiation. 360,000 tested, 0.036% active. potentiation, % at 10 µM; in the data active = potentiation above about 30%; note: 0% is about no effect
Vif-APOBEC3F blk – qHTS for Inhibitors of Vif-A3F Interactions: qHTS; HeLa A3F-eYFP + Vif (tagged APOBEC3F with the HIV-1 protein that degrades it), YFP fluorescence increase; 390,000 tested, 0.2% active; Potency, µM (doses to about 46.1 µM), without a hit: at the top dose activity, negative = active; note: potency is the fitted concentration of half-maximal effect; % of control where 0% means no effect; nearly all actives have a fitted effect of over 65% in size
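Fluorescence increase (Ex 488/Em 500-530) after overnight compound treatment at 37 deg C flags inhibition of Vif-driven A3F-eYFP loss in stable HeLa A3F-eYFP/Vif cells seeded overnight beforehand.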
LDHA block – qHTS assay for inhibitors of human lactate dehydrogenase; activity change, % (values are at about 110 or 230 µM); 480,000 tested, 0.15% active; AID 1347041, 2019; purified LDHA, NADH/diaphorase-resazurin fluorescence; active compounds read low; in the data active = activity change below about -30%; inconclusive = mostly about -25% to -30%;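 note: plate controls were DMSO wells for no effect and wells without enzyme for full effect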
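Remaining NADH was detected by diaphorase (0.133 mg/mL) converting 37 µM resazurin to fluorescent resorufin, read at 0 and 20 minutes. The preceding 5-minute room-temperature reaction used 2 nM LDHA, 0.2 mM sodium pyruvate and 0.06 mM NADH at pH 7.4.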
* marks the source's active call; other numbers are inactive results; ? = inconclusive; . = not tested or not shown. Unless noted, calls come from the whole dose curve; as a rule, active = well fitted curve in the direction sought with a large enough effect; inconclusive = small, poorly fitted or top-dose-only effect, or another doubt; inactive = no such curve, though single readings can be large; an effect the other way counts as inactive or inconclusive.

cpd | smiles | D2 PAM | D1 agonist | RXFP1 ag | Vif-APOBEC3G blk | D1 antag
1 | CC(C)C(=O)Nc1cccc(COc2cccc(CN(Cc3ccccc3)C(=O)OC(C)(C)C)c2)c1 | . | . | . | 4% | .
2 | NC(=O)c1ccc(NC(=O)COC(=O)CC2CC3CCC2C3)cc1 (configuration not stated) | . | . | . | 4% | .
3 | CC12CCC(C(NC(=S)NN)C1=O)C2(C)C (configuration not stated) | . | . | . | 6% | .
4 | CC(C)CC(COCc1ccc(Cl)cc1)N1CCN(C(=O)c2cccc(C(F)(F)F)c2)CCC1=O (configuration not stated) | -3 | 2 | -0.8% | 9% | 18
5 | OCCc1c[nH]c2cc(F)ccc12 | -1 | 0 | -1.2% | 6% | 8
6 | COc1ccc(CCC(=O)NNC(=O)Nc2cccc(Cl)c2)cc1 | 5 | 0 | 1.4% | -10% | 8
7 | CC1CCc2nc3ncn(Cc4cccc(F)c4)c(=O)c3cc2C1 (configuration not stated) | -5 | 3 | 1.1% | 3% | -13
8 | Cc1cccc(C(=O)OCC(=O)Nc2ccc3c(c2)OCCO3)c1O | 21 | 2 | 0.2% | -4% | -11
9 | CCCCNC(=O)N(CC)c1c(N)n(Cc2ccccc2)c(=O)[nH]c1=O | 6 | -3 | -1.2% | 2% | -24
10 | O=C(CCC1CCCN(C(=O)c2cc3ccccc3o2)C1)NCc1ccc(F)c(F)c1 (configuration not stated) | . | . | . | -4% | .
11 | COc1cc2c(cc1OC)C(c1ccccc1Cl)N(C)CC2 (configuration not stated) | 9 | 0 | 1.5% | 0% | -5
12 | COc1cccc(OCCCCn2c(-c3ccc(Cl)cc3)nc3ccccc3c2=O)c1 | 16 | -2 | 0.7% | 2% | 1

cpd | GRP78 ERSR act | D1 potentiator | Vif-APOBEC3F blk | LDHA block
1 | -1% | . | 7% | 4
2 | 1% | . | -2% | 1
3 | -3% | . | 2% | -2
4 | -3% | -4 | -4% | 8
5 | 10% | -2 | 5% | -7
6 | -3% | -2 | 4% | 0
7 | -1% | 1 | -3% | -4
8 | 0% | -3 | 1% | -6
9 | -3% | 3 | -25% | -11
10 | 2% | . | -6% | -1
11 | -1% | 3 | -4% | 1
12 | 1% | -1 | -8% | -14

The results go on.
cpd | smiles | D2 PAM | D1 agonist | RXFP1 ag | Vif-APOBEC3G blk | D1 antag
13 | CCn1cc(C(=O)O)c(=O)c2cc(S(=O)(=O)N3CCCCCC3)ccc21 | 1 | 1 | 0.1% | -5% | 7
14 | COc1cccc(CNC(=O)c2ccccc2N)c1 | -1 | 1 | 1.8% | -1% | -3
15 | CCOc1ccc(CC(=O)NCCS(=O)(=O)N2CCN(c3ccccc3OC)CC2)cc1 | 5 | 10 | -3.0% | 6% | -8
16 | CC(SC1CCCC1)C(=O)Nc1ccnn1C(C)C (configuration not stated) | 6 | -1 | 1.3% | 1% | 1
17 | O=S(=O)(Nc1cccc(-c2ccc(N3CCCCCC3)nn2)c1)c1ccccc1Cl | 3 | 3 | -0.4% | -2% | 5
18 | CC(=O)c1c(C)[nH]c(C(=O)OCC(=O)NCCc2ccc(Cl)cc2)c1C | -11 | 2 | -0.8% | 0% | -1
19 | CCOc1ccc(Nc2ncnc3c2c(-c2ccccc2)cn3-c2cccc(C)c2)cc1 | 5 | 1 | -3.2% | 8% | -18
20 | Cc1cc2c(cc1S(=O)(=O)N1CCN(c3ccccc3)CC1)OCC(=O)N2 | -4 | 10 | 7.7% | 2% | 19
21 | CC(=O)Nc1ccc(S(=O)(=O)NNC(=S)NCC2CCCO2)cc1 (configuration not stated) | 16 | 4 | 1.8% | -1% | -7
22 | Cc1c(Nc2nc(-c3cccc([N+](=O)[O-])c3)cs2)c(=O)n(-c2ccccc2)n1C | 3 | 0 | 0.6% | 4% | 2
23 | C=CCOc1ccc(C[C@H](N)C(=O)NC[C@H]2O[C@@H](n3cc(C)c(=O)[nH]c3=O)C[C@@H]2O)cc1 | . | . | . | -3% | .
24 | COc1ccc(S(=O)(=O)N/N=C\c2ccc3c(c2)OCO3)c(OC)c1 | 1 | 9 | -2.0% | 1% | -23

cpd | GRP78 ERSR act | D1 potentiator | Vif-APOBEC3F blk | LDHA block
13 | 0% | -2 | -9% | 3
14 | 0% | -4 | -4% | -11
15 | -3% | -2 | 7% | -11
16 | -4% | -6 | 13% | -1
17 | 13% | 2 | 6% | -3
18 | -4% | -1 | -15% | -9
19 | -5% | -2 | -9% | -9
20 | -3% | 1 | -4% | -2
21 | -3% | -2 | 2% | 3
22 | -1% | -3 | 6% | -10
23 | 0% | . | -5% | -1
24 | -2% | -3 | -7% | -2

Three entries out of the list above, sorted by the value under Vif-APOBEC3G blk, descending.
no.	SMILES	Vif-APOBEC3G blk
19	CCOc1ccc(Nc2ncnc3c2c(-c2ccccc2)cn3-c2cccc(C)c2)cc1	8%
22	Cc1c(Nc2nc(-c3cccc([N+](=O)[O-])c3)cs2)c(=O)n(-c2ccccc2)n1C	4%
13	CCn1cc(C(=O)O)c(=O)c2cc(S(=O)(=O)N3CCCCCC3)ccc21	-5%

The listing continues.
cpd | smiles | D2 PAM | D1 agonist | RXFP1 ag | Vif-APOBEC3G blk | D1 antag
25 | CC(C)CCNC(=O)c1cc(-c2cccs2)nc2ccccc12 | 16 | 27 | 7.0% | 0% | -2
26 | CC1O[C@@H](OC2C(O)C(C)O[C@H](OC(=O)[C@]34CCC(C)(C)C[C@H]3C3=CCC5[C@@]6(C)CC(O)C(O[C@@H]7OC(CO)C(O)[C@@H](O)[C@@H]7O)[C@@](C)(C(=O)O)C6CC[C@@]5(C)[C@]3(CO)CC4)C2O[C@H]2OC(C)[C@@H](O[C@@H]3OCC(O[C@@H]4OC(CO)C(O)[C@H](O)C4O)[C@@H](O)[C@@H]3O)[C@H](O)C2O)C(O)C(O)C1O (some centres not stated) | . | . | . | -7% | .
27 | COC(=O)c1ccc2c(=O)n(CCN3CCOCC3)c(SCC(=O)Nc3cccc(OC)c3)nc2c1 | -3 | 1 | 7.8% | -1% | 31
28 | CC(=O)Nc1cccc(C(=O)N2CCN(S(=O)(=O)c3ccc4ccccc4c3)CC2)c1 | 3 | 1 | 1.0% | -1% | 22
29 | Cn1c(C(=O)OC(C(=O)NCc2ccco2)c2ccncc2)cc2sccc21 (configuration not stated) | -9 | 0 | 0.8% | -4% | 2
30 | CC(C)(C)c1cc[n+](/C(C(=S)NC2CC2)=C(/[O-])c2ccc(Cl)s2)cc1 | -16 | 1 | -1.7% | 2% | -2
31 | Cc1ccc(C2c3c(oc4ccc(Cl)cc4c3=O)C(=O)N2CCCN2CCOCC2)o1 (configuration not stated) | 3 | 6 | -1.7% | . | 4
32 | Cc1ccc(OCCNC(=O)CN2C(=O)NC3(CCCC3)C2=O)cc1 | 3 | 1 | 0.6% | -7% | -25
33 | CC(=O)c1cccc(NC(=O)NCc2ccco2)c1 | -13 | 4 | 0.5% | 2% | -19
34 | O=C(NNC(=S)Nc1ccc(Br)cc1Cl)c1ccco1 | -3 | 8 | 2.5% | 0% | -5
35 | Cc1cc2nc(SCC(=O)Nc3nonc3C)c3c(c2cc1C)CCCC3 | 11 | 1 | 2.8% | 0% | -7
36 | COc1ccc(/C=C2\C(=N)N3N=C(CC(=O)N4CCCCC4)SC3=NC2=O)cc1 | -2 | 5 | 0.0% | 1% | 18

cpd | GRP78 ERSR act | D1 potentiator | Vif-APOBEC3F blk | LDHA block
25 | -4% | 1 | -27% | -4
26 | -4% | . | -1% | 0
27 | -4% | 6 | 1% | -4
28 | 7% | -7 | 7% | 1
29 | -2% | 2 | -1% | -11
30 | -1% | -1 | -9% | 10
31 | . | 2 | . | .
32 | -2% | -7 | -3% | -7
33 | 4% | -8 | -6% | -8
34 | 1% | -1 | 1% | -10
35 | -3% | 2 | -11% | 0
36 | -2% | -4 | -4% | -1

Following part
cpd | smiles | D2 PAM | D1 agonist | RXFP1 ag | Vif-APOBEC3G blk | D1 antag
37 | CCC(C(N)=O)N1C(=O)C2C3CCC(C3)C2C1=O (configuration not stated) | . | . | . | 2% | .
38 | COc1ccc(S(=O)(=O)Nc2cc(S(=O)(=O)c3ccccc3)c(O)cc2C)cc1 | -3 | 5 | 2.4% | -3% | 1
39 | Cc1c(NS(=O)(=O)c2ccc(C(C)(C)C)cc2)c(=O)n(-c2ccccc2)n1C | -5 | -2 | -0.5% | -2% | 3
40 | CC(C)=CCC/C(C)=C/CNC(=O)C[C@H]1C[C@H](C(=O)N(C(C)C)C(C)C)[C@@]2(C)c3[nH]c4cc(CCC(=O)N(C)C)ccc4c3CCN2C1=O | . | . | . | -2% | .
41 | CC1(C)CN(c2ccc(N3CC(C)(C)C3=O)cc2)C1=O | 0 | 3 | -1.5% | 0% | 1
42 | O=c1[nH]c(=O)n(C2CCCCCC2)c(O)c1C=NCc1ccc(F)cc1 | 6 | 4 | -0.7% | 0% | 16
43 | CCNC(=S)NNC(=O)CCn1cc(C)cn1 | 11 | 5 | -0.8% | -1% | 11
44 | CCOc1cc(NC(=O)C(C)C)c(OCC)cc1NC(=O)Nc1ccccc1 | 1 | 0 | 0.2% | 1% | 3

cpd | GRP78 ERSR act | D1 potentiator | Vif-APOBEC3F blk | LDHA block
37 | -3% | . | -1% | 0
38 | -4% | . | ? | -1
39 | -3% | -2 | -10% | 0
40 | 13% | . | -5% | 8
41 | -3% | -2 | 0% | -8
42 | -7% | 10 | 9% | -3
43 | -4% | -4 | 1% | -1
44 | -3% | -3 | -8% | 9

Screens from PubChem.

Only part of the results is shown; the hit share may differ from the screen's.
